Compound activity: PubChem BioAssay, National Center for Advancing Translational Sciences (NCATS)
TR SRC2 fluor cs – Total Fluorescence Counterscreen for Inhibitors of the Interaction of Thyroid Hormone Receptor and Steroid Receptor Coregulator 2; TRb/SRC2 Texas Red total fluorescence interference; Potency, µM (titrated, usually from 106 µM), inactives show at the top dose fluorescence change, negative = quenching; 0.29% of 280,000 active; AID 1479, 2009; active = well fitted curve in either direction with a large enough effect; inconclusive = small, poorly fitted or top-dose-only effect
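Human TRb ligand-binding domain at 0.6 uM with 20 nM Texas Red SRC2 peptide in Tris buffer containing 1 uM T3 and 5% DMSO, incubated with compound 5 h at ambient temperature. Total fluorescence (555/632 nm) calculated as parallel + 2 × perpendicular.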
aGal spleen mod – qHTS Assay for Inhibitors and Activators of Human alpha-Galactosidase From Spleen Homogenate; AID 2107, 2009; human spleen homogenate, 4MU-alpha-Gal fluorescence, 40 min; 0.008% of 240,000 active; Potency, µM (highest dose often 80 µM), for the others: top-dose activity change, negative = inhibition, most hits filed as inhibitors; Alpha-galactosidase A (Homo sapiens), P06280;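 also: 0% = enzyme with vehicle and -100% = no enzyme basal signal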
Target sequence (P06280 32-429 limits assumed): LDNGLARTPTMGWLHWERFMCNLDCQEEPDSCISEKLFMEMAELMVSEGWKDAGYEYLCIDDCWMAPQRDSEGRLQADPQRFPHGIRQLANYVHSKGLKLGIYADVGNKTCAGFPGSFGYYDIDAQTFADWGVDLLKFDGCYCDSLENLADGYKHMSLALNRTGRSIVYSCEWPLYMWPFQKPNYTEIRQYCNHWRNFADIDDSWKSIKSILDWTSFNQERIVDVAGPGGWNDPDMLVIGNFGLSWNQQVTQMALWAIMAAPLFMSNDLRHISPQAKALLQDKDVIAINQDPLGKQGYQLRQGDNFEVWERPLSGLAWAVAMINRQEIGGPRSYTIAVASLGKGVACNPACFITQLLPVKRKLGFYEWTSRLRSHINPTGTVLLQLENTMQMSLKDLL
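Spleen homogenate 1 ug + cpd (titration) + 4-MU-alpha-D-galactopyranoside 1 mM; 37C 40 min; 50 mM citrate/phosphate pH 5.0, 0.01% Tween-20; stop pH 10; fluorescence 365/440; AC50 via Hill.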
Tau fluor cs – Counterscreen qHTS for Inhibitors of Tau Fibril Formation, Fluorescence Polarization. Potency, µM (highest dose often 57.7 µM), for inactives: top-dose activity change, negative = decrease. 0.93% of 280,000 active. tau K18 P301L Alexa594 fluorescence, heparin fibrillization. AID 1463, 2008; also: nearly all actives have a fitted effect of over 55% in size
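Human K18 P301L tau (15 uM unlabeled plus 0.24 uM Alexa 594-labeled, final) in 100 mM sodium acetate pH 7 was mixed with compound and 20 uM heparin and incubated 6 hr at 37 C.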
ALDH1A1 block – qHTS Assay for Inhibitors of Aldehyde Dehydrogenase 1 (ALDH1A1); Purified ALDH1A1, NADH fluorescence, propionaldehyde substrate; Potency, µM (series often up to 75.3 µM), inactives show at the highest dose activity, negative = inhibition, hits mostly inhibitors; AID 1030, 2008; 7.3% of 220,000 active; active = well fitted inhibition curve with a large enough effect, not every such curve was filed as active; inconclusive = small, poorly fitted or top-dose-only effect, or another doubt; inactive = no such curve, though single readings can be large or run the other way;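 also: plate controls were no enzyme wells and a reference inhibitor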
Target sequence (P00352 whole entry, looked up): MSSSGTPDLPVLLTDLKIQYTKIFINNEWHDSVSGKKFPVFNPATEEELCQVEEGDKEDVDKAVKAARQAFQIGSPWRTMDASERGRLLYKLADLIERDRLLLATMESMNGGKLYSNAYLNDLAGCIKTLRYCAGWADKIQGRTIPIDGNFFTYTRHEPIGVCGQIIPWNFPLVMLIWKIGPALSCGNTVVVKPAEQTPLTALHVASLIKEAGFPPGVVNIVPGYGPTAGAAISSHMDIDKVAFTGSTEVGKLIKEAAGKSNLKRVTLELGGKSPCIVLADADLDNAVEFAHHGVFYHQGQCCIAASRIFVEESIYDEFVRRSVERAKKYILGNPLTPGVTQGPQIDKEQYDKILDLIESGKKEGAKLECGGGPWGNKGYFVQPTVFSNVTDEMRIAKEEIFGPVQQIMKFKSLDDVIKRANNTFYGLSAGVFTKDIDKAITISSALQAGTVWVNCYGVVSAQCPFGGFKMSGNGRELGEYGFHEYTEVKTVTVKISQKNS
L3MBTL1 inh – qHTS Assay for the Inhibitors of L3MBTL1; Lethal(3)malignant brain tumor-like protein 1 (Homo sapiens), Q9Y468; AlphaScreen L3MBTL1–H3K9me1 peptide binding; Potency, µM (top dose mostly 57.1 µM), for inactives: at the top dose activity, negative = inhibition, usual class: inhibitors; 0.66% of 230,000 active; AID 485360, 2010; also: nearly all actives have a fitted effect of over 60% in size
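Displacement of a biotinylated histone H3(1-15) peptide monomethylated at Lys9 (75 nM) from L3MBTL1 (50 nM) was measured by AlphaScreen after a 30 min room-temperature compound incubation; cefsulodin titration served as intraplate control.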
TRb-SRC2 inh – qHTS for Inhibitors of the Interaction of Thyroid Hormone Receptor and Steroid Receptor Coregulator 2 | Thyroid hormone receptor beta (Homo sapiens), P10828 | TRbeta-SRC2 peptide binding, fluorescence polarization; receptor liganded with 1 µM T3 | Potency, µM (top dose mostly 106 µM), inactives show at the top dose activity change, negative = inhibition, hits mostly inhibitors | 0.065% of 280,000 active | AID 1469, 2008;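 also: plate controls were bound peptide for no effect and peptide without receptor for full effect; nearly all actives have a fitted effect of over 50% in size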
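Human TRb LBD (0.6 uM) plus Texas Red-labeled SRC2 peptide (20 nM), 1uM T3, 5% DMSO, 5 hr at ambient temperature. Decreased polarization (555/632 nm) flags inhibition; data normalized to free and bound peptide controls.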
Tau fibril FP – qHTS for Inhibitors of Tau Fibril Formation, Fluorescence Polarization; K18 P301L tau heparin fibrillization, Alexa594 FP, 6 h; Potency, µM (highest dose often 57.7 µM), without a hit: at the top dose activity, negative = inhibition, most hits filed as inhibitors; 0.39% of 280,000 active; also: nearly all actives have a fitted effect of over 55% in size
Target sequence (P10636 561-689 P618L limits assumed): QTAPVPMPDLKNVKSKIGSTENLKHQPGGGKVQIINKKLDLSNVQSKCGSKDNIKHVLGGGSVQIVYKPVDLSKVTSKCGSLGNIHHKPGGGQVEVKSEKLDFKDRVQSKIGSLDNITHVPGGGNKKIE
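Human K18 P301L fragment (15 uM unlabeled plus 0.24 uM Alexa 594-labeled) in 100 mM sodium acetate pH 7 with compound, aggregation induced by 20 uM heparin for 6 hr at 37 C. ThT (30 uM) added for 1 hr, then Alexa 594 FP read.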
Tau fibril ThT – qHTS for Inhibitors of Tau Fibril Formation, Thioflavin T Binding. 2.1% of 270,000 active. Microtubule-associated protein tau (Homo sapiens), P10636. recombinant tau K18 P301L (four-repeat tau fragment), heparin-induced fibrillization, ThT fluorescence. Potency, µM (titrated, usually from 57.4 µM), for the others: at the highest dose activity, negative = inhibition, usual class: inhibitors; also: nearly all actives have a fitted effect of over 55% in size
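Heparin-induced fibrillization of the P301L-mutant K18 repeat-domain fragment of human tau was followed by ThT binding in quantitative high-throughput format.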
The depositor's hits bear a star; ? = inconclusive; nt = not tested or not shown; [ ] = remark or other dose. Unless noted, calls follow the shape of the dose curve; as a rule, active = well fitted curve in the direction sought with a large enough effect; inconclusive = small, poorly fitted or top-dose-only effect, or another doubt; inactive = no such curve, though single readings can be large; an effect the other way counts as inactive or inconclusive. Unless noted, % is scaled to controls: 0 for no effect and ±100 for the full control effect; potency is read from the fitted curve at half-maximal effect.

SMILES | TR SRC2 fluor cs | aGal spleen mod | Tau fluor cs | ALDH1A1 block | L3MBTL1 inh | TRb-SRC2 inh | Tau fibril FP | Tau fibril ThT
Cc1ccc(-c2nc(CS(=O)(=O)CC(=O)N3CCN(c4ccccc4)CC3)c(C)o2)cc1 | -1% | nt | -11% | nt | nt | -5% | 6% | ?
Cc1nc2c3ccccc3nc(SCC(=O)c3ccc(Cl)cc3)n2n1 | -2% | 7% | -13% | 0% | -5% | -1% | -10% | -12%
CCCCSCCCNC(=O)C1CCN(Cc2nc(-c3ccc(CC)cc3)oc2C)CC1 | 1% | nt | -2% | nt | nt | 0% | 5% | ?
CC1(C)CC2CN(C(=O)Cc3ccccc3)C(C)(C2)C1 (centres undefined) | -1% | 3% | 13% | 18µM* | 5% | -3% | 7% | 3%
CCOC(=O)c1sc(NC(=O)COc2ccccc2Cl)c(C(=O)OCC)c1C | 6% | nt | -6% | nt | nt | -6% | -4% | -1%
COc1ccc(C(=O)COC(=O)c2ccc(OC)c(OC)c2)cc1OC | 0% | -13% | -6% | 9% | nt | -2% | -6% | ?
CC1c2nc3ccccc3n2C(CC(=O)NCc2ccccn2)C(=O)N1Cc1ccccc1 (centres undefined) | 2% | -1% | 3% | -6% | -10% | 3% | -1% | 6%
CCCCCn1c(CN2CCN(c3cc(Cl)ccc3C)CC2)nc2c1c(=O)[nH]c(=O)n2C | 1% | -9% | 2% | 14µM* | -3% | 6% | 4% | -14%
COc1ccc(-n2cc(-c3ccccc3)[nH]c2=S)cc1 | -5% | 10% | -23% | -4% | -9% | -3% | 0% | -17%
CCCN(CCO)Cc1ccc(Br)cc1 | 0% | 6% | 4% | 1% | 8% | -3% | 0% | 2%
O=C(Nc1ccc(F)cc1)Nc1nnc(-c2ccccc2)o1 | -2% | -22% | 12% | -7% | -10% | -4% | 6% | 11%
Cc1ccc(N2CCN(C(=O)Nc3cn(CC(C)C)c(=O)c4ccccc34)CC2)c(C)c1 | 1% | nt | -16% | nt | nt | -6% | 2% | ?
CCc1cc2c(C)ccc(C)c2nc1SCC(=O)Nc1c(C)[nH]c(=O)[nH]c1=O | 1% | 11% | 4% | -6% | 5% | 6% | -1% | 5%
COC(=O)C(C)Sc1nnc(-c2ccncc2)o1 (centres undefined) | -9% | 13% | 16% | -6% | 2%[11.4 µM] | 9% | 8% | 9%
CCn1nnc(NC(=O)c2cccc(-c3cc4ccccc4oc3=O)c2)n1 | 0% | 3% | -1% | ? | -9% | -10% | -4% | 5%
CCN(CC)c1ccc(NC(=O)c2cc(C)nc3c2c(C)nn3-c2ccc(C)cc2)c(C)c1 | -29% | nt | -27% | nt | nt | 3% | 3% | ?
O=Cc1ccc(OCc2cn3ccccc3n2)cc1 | 1% | -3% | -3% | ? | -11% | 6% | -5% | -17%
Cc1ccc(Cl)cc1N1CCN(Cc2nnnn2C2CCCCC2)CC1 | 1%[53 µM] | -15% | -5% | ? | 2% | -21%[53 µM] | 7% | -10%
Fc1ccccc1/C=N/Nc1nc(-c2ccccn2)nc2ccccc12 | -3% | 5% | ? | nt | nt | -3% | -2% | -13%
Cc1cccc2cc3c(NC(=O)C(C)C)nn(C)c3nc12 | -2% | 7% | -9% | -13% | 9% | -1% | 0% | ?

Whole records, looked up by structure. Order of screens: TR SRC2 fluor cs	aGal spleen mod	Tau fluor cs	ALDH1A1 block	L3MBTL1 inh	TRb-SRC2 inh	Tau fibril FP	Tau fibril ThT
CCn1nnc(NC(=O)c2cccc(-c3cc4ccccc4oc3=O)c2)n1 in the list: 0%	3%	-1%	?	-9%	-10%	-4%	5%
O=Cc1ccc(OCc2cn3ccccc3n2)cc1 in the list: 1%	-3%	-3%	?	-11%	6%	-5%	-17%

(next part)
SMILES | TR SRC2 fluor cs | aGal spleen mod | Tau fluor cs | ALDH1A1 block | L3MBTL1 inh | TRb-SRC2 inh | Tau fibril FP | Tau fibril ThT
CCCc1nnc(NC(=O)c2c(O)c3cccc4c3n(c2=O)CC4)s1 | -2% | 7% | -9% | ? | nt | -6% | 0% | -13%
CCOC(=O)Nc1nnc(CCc2ccccc2)s1 | 1% | 17% | -9% | -10% | 0% | 6% | -6% | -17%
c1ccc(-c2ncc(CN3CCN(c4ccccn4)CC3)[nH]2)cc1 | -1% | -1% | -7% | -41% | -14% | -8% | 4% | -8%
Cc1cc(C)nc(NS(=O)(=O)c2cccs2)c1 | -1% | 6% | 9% | -9% | 10% | -6% | 7% | 13%
O=C(Nc1ccc(Oc2ncnc3cc(Cl)ccc23)nc1)Nc1cccc(C(F)(F)F)c1 | 4% | 7% | -13% | nt | 6% | 7% | -15% | 4%
N=C(CC1CC(=O)NC(=O)C1)C1=C(O)CCCC1=O | 0% | -11% | 0% | 0% | 1% | 5% | 8% | -5%
Cc1ccc(-n2c(=O)[nH]cc(C(=O)N3CCc4ccccc43)c2=O)cc1 | 0% | 2% | -2% | 7% | -5% | 2% | 1% | 3%
COC(=O)c1ccccc1NC(=O)N1CCN(C(=O)c2ccco2)CC1 | 2% | 0% | 1% | ? | 12% | 0% | 0% | -10%
CCN(C(=O)COC(=O)/C=C/c1cnc2ccccc2n1)C1CCS(=O)(=O)C1 (centres undefined) | -5% | 0% | -11% | 2% | -19% | 4% | 1% | -16%
CCOC(=O)C1CCCN(C(=O)c2cc3c(Cl)nc4ccccc4c3s2)C1 (centres undefined) | -13% | nt | -13% | nt | nt | -6% | 14% | -15%
Cc1ccc(OCC(=O)Nc2ccccc2-c2ccccc2NC(=O)COc2ccc(C)cc2)cc1 | 4% | 10% | 1% | -9% | 7% | 9% | ? | -3%
COc1cc2cc(C(c3nnnn3C3CCCC3)N3CCCCC3)c(=O)[nH]c2cc1OC (centres undefined) | 2% | -6% | 0% | ? | nt | -3% | 3% | -2%
O=C1Cc2ccccc2C(c2ccc(Cl)cc2Cl)N1 (centres undefined) | 0% | -2% | -10% | nt | nt | -2% | 1% | nt
O=C(O)c1ccc2c(c1)C(=O)N(NC(=O)c1ccc(O)cc1)C2=O | -2% | -3% | -7% | 1% | 8% | -1% | 1% | -6%
Cc1cccc(NS(=O)(=O)c2ccc3c(c2)CCN3C(=O)C2CC2)c1C | 0% | nt | -18% | nt | nt | -5% | -2% | -13%
COc1ccccc1-c1c(C)[nH]n2c(=O)c(Cc3ccccc3)c(C)nc12 | 1% | -1% | 3% | 2% | 8% | -2% | 0% | -6%
Cc1ccc(-c2ccccc2NC(=O)CCl)o1 | 0% | 6% | -1% | ? | -12% | 6% | 5% | -3%
O=c1ccnc(SCc2ccccc2Cl)[nH]1 | -5% | -7% | 2% | -6% | nt | -2% | 0% | -2%
CCOC(=O)c1ccc(NC(=O)c2c(C)nn(-c3ccc(F)cc3)c2-n2cccc2)cc1 | -1% | nt | 2% | nt | nt | 5% | -9% | 8%
O=C(Nc1ccc(C(=O)O)cc1)Nc1ccc(F)cc1F | -2% | -10% | 4% | 7% | nt | 1% | -3% | 11%
CCn1c(=O)cc(SCC(=O)NCCc2ccc(OC)cc2OC)c2ccccc21 | -2% | nt | -10% | nt | nt | -7% | ? | -15%
Cc1ccc(CN2C(=O)c3ccccc3Sc3ccc(C(=O)NC4CCCCC4)cc32)cc1 | -2% | nt | 0% | nt | nt | -6% | -3% | 1%
COC(=O)C(NC(C)=O)(Nc1nc2c(s1)CCCC2)C(F)(F)F (centres undefined) | -1% | 6% | -3% | -4% | nt | -5% | 0% | -10%
CCC1CC(CSC(=N)N)OC1=O (centres undefined) | -2% | -4% | -15% | nt | 7% | 2% | -5% | -17%
Cn1c2ccccc2c2cnn(CC(=O)Nc3ccccc3C(F)(F)F)c(=O)c21 | -2% | nt | 6% | nt | nt | 8% | -9% | 16%
c1ccc(CSc2ccc(-c3ccccn3)nn2)cc1 | -1% | -5% | -15% | 7% | nt | -11% | 3% | -10%
CSc1nc(SC(C)C(=O)O)c2c3c(sc2n1)COC(C)(C)C3 (centres undefined) | -3% | -8% | -2% | nt | 5% | -2% | -7% | -3%
COc1ccc(CCn2c(C)cc(C(=O)CSc3nnnn3-c3ccccc3)c2C)cc1 | 1% | -2% | -8% | ? | nt | -9% | -3% | -8%
CCCNC(=S)NC1CC2CCC(C1)N2Cc1ccccc1 (centres undefined) | 2% | 0% | 0% | 1% | 5% | 5% | -7% | -2%
CCOC(=O)N1CCN(C(=O)COc2ccc(S(=O)(=O)NCc3ccccc3)cc2)CC1 | -5% | -15% | -4% | 10% | 1% | 1% | -8% | -3%
CN(C)CCNC(=O)/C(=C/c1cccc([N+](=O)[O-])c1)NC(=O)c1ccccc1 | 0% | 1% | 2% | 6% | 5% | -1% | 0% | 5%
Cc1nc(NCCN2CCOCC2)c2oc3ccccc3c2n1 | -7% | ? | 3% | 9% | 1% | 6% | 4% | -5%
Cc1cc(C)c2nc(NC(=O)C3CCCO3)sc2c1 (centres undefined) | 4% | 13% | -14% | ? | nt | 5% | 0% | -13%
CCOc1ccccc1NS(=O)(=O)c1c(C)nc2sccn2c1=O | 0% | nt | -5% | nt | nt | 1% | -4% | -5%
CCC(CC)c1nnc(NC(=O)c2ccc(S(=O)(=O)N3CCc4ccccc4C3)cc2)s1 | 0% | 1% | 2% | 7% | -3% | -2% | -8% | -2%
O=C(N/N=C(\Cc1ncc[nH]1)c1ccccc1)c1ccncc1 | -4% | -11% | -6% | -8% | nt | 0% | -7% | -2%
CCOC(=O)N1CCC(n2c(SCC(=O)NCc3ccccc3)nc3ccccc3c2=O)CC1 | 2% | -11% | -13% | -9% | -6% | 4% | 1% | -14%
